CFTR F508del cor – F508del CFTR correction, initial screen, CFBE line, single point. CFBE cells, YFP halide quenching; stimulated with forskolin plus potentiator P3; % fluorescence drop versus neutral controls. activity (quench increase), % at 7.58 µM. 350,000 compounds, 0.36% hits;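 active = mean added fluorescence quench of at least 8% versus neutral control, with both replicates also reaching 8%; inconclusive = only one of the mean or replicate conditions met; inactive = mean below 8% and not both replicates reaching 8%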;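 note: cells transiently co-express mutant CFTR-F508del with the halide-sensitive YFP; corrector assay measuring rescue of mutant channel to the surface after 24 h compound exposure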
DENV2 CPE rescue – inhibitors of DENV2 cytopathic effect, primary screen, cell-based, plate reader, single concentration; DENV2-infected cells, cytopathic effect rescue; CPE inhibition, % at 9.99 µM; 350,000 compounds, 1.7% hits; in the data active = CPE inhibition above about 20%, passing the limit was not always enough; inconclusive = no clear call, values can overlap the other calls; tested in BHK-21 cells;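 note: 0% = median of neutral control wells and 100% = median of positive control wells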
Casp6 inh – human caspase-6 inhibitors, primary screen, biochemical, VEID-R110 fluorescence, single point, set 2 | 350,000 compounds, 0.53% hits | inhibition, % at 12.5 µM | P55212 | purified caspase-6, Z-VEID-R110 cleavage fluorescence;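 active = mean inhibition across replicates at least about 35%, with every replicate also reaching that limit, limit read from the data; inconclusive = only one of the two criteria met; inactive = neither criterion met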;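 note: 0% = median of neutral control wells and 100% = no fluorescence left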
Target sequence (P55212 24-179 limits assumed): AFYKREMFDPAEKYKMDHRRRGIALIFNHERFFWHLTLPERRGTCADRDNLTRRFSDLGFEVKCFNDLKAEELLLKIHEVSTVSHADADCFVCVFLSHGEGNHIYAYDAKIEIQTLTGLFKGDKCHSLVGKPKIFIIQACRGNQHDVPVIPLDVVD
Target sequence (P55212 194-293 limits assumed): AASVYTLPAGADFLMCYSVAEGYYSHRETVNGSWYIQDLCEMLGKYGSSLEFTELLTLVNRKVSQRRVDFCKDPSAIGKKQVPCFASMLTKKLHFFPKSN
SIRT5 inh – SIRT5 desuccinylase inhibitors, primary screen, biochemical, fluorescence imaging, single point, set 5; 330,000 compounds, 1.1% hits; AID 652115, 2013; inhibition, % at 15 µM; Purified SirT5, succinyl-peptide AMC, trypsin-coupled fluorescence; in the data active = inhibition above about 15%; inconclusive = no clear call, values can overlap the other calls
Target sequence (Q9NXA8 whole entry, looked up): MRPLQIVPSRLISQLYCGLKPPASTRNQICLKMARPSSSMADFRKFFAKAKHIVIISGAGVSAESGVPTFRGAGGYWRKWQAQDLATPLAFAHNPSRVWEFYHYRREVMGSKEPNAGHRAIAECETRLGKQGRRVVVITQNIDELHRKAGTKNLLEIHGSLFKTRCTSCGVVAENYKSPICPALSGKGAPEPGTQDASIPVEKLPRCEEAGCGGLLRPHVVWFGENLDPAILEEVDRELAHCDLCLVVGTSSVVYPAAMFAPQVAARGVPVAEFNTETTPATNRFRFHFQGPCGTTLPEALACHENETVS
miR122 inh – miR-122 Renilla sensor signal increase in Huh7, primary screen, miR-122 inhibitor project, cell-based, single point, plate reader | Huh7 miR-122 Renilla luciferase sensor, 48 h; neutral wells = 0, positive control = 100 | activation (reporter increase), % at 12.5 µM | AID 602342, 2012 | 340,000 compounds, 0.3% hits;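 active = mean replicate activation score at least 90 and every replicate individually at or above 90; inconclusive = only one of the two criteria met; inactive = neither criterion met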;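 note: higher luciferase means less miR-122 activity so hits act as miR-122 inhibitors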
ERAP1 inh – human ERAP1 aminopeptidase inhibitors, primary screen, biochemical, single point, plate reader | AID 652197, 2013 | recombinant ERAP1, Leu-AMC fluorescence, 60 min | inhibition, % at 10.7 µM | 340,000 compounds, 0.15% hits | Endoplasmic reticulum aminopeptidase 1 (Homo sapiens), Q9NZ08;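 active = mean replicate inhibition of at least 30%, or all replicates individually reaching that 30% level; inactive = mean below 30% and not every replicate reaching it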;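 note: 0% = neutral control wells and 100% = L-leucinethiol positive control wells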
ERp5 inh – inhibitors of ERp5-driven insulin aggregation, primary screen, biochemical, turbidity, absorbance 650 nm, single point. Protein disulfide-isomerase A6 (Homo sapiens), Q15084. 90 min. inhibition, % at 9.99 µM. 350,000 compounds, 0.05% hits. AID 651711, 2012;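 active = mean replicate inhibition above about 25%, with every replicate also reaching it, limit read from the data, passing the limit was not always enough; inconclusive = only one of those two criteria met; inactive = neither criterion met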
Target sequence (Q15084 whole entry, looked up): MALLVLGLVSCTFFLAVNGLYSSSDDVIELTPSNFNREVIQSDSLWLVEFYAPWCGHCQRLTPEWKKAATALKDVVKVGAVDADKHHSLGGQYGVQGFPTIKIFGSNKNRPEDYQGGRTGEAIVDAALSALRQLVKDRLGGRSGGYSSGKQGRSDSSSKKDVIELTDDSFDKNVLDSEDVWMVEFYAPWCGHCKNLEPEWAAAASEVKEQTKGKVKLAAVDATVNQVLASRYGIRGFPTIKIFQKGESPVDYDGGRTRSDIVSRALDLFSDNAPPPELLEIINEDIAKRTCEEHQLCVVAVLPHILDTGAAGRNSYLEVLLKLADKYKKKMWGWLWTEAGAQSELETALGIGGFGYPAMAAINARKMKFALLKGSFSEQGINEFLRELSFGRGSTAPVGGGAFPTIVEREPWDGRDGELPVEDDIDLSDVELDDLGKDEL
The depositor's hits bear a star; ? = inconclusive; / = no result given; [ ] = dose if it differs, or a comment.

Every second line gives: DENV2 CPE rescue	miR122 inh	Casp6 inh	CFTR F508del cor	ERAP1 inh	ERp5 inh	SIRT5 inh
- C[C@@H]1CN([C@@H](C)CO)C(=O)Cc2cc(NC(=O)Nc3ccc(F)cc3)ccc2O[C@@H]1CN(C)Cc1ccc2c(c1)OCO2
  -1	-7[16.7 µM]	-1	-2.9	0	2	-5
- CC(=O)Nc1sc(C)c(C)c1C(=O)OCC(=O)Nc1cc(S(C)(=O)=O)ccc1Cl
  0	-2	-4	1.5	-2	12	3
- CCC(=O)N(C)C[C@H]1Oc2cc(C#CCC3CCCC3)ccc2S(=O)(=O)N([C@H](C)CO)C[C@H]1C
  -1	-17[16.7 µM]	3	1.4	2	-2	7
- CN=C(c1ccc([N+](=O)[O-])cc1)N1CCCCC1
  -1	7	3	0.2	1	-10	-1
- C[C@@H]1CN([C@@H](C)CO)C(=O)Cc2cc(NC(=O)Cc3cn(C)c4ccccc34)ccc2O[C@@H]1CN(C)CC1CC1
  -11	-2[16.7 µM]	/	0.6	-1	-4	6
- Cc1noc(C)c1CSCC(=O)Nc1cc(S(C)(=O)=O)ccc1Cl
  -1	/	2	1.4	5	0	0
- COCCCn1c(C(=O)NCCC2=CCCCC2)cc2c(=O)n3cccc(C)c3nc21
  -1	-14	0	0.9	-6	6	-4
- O=C(CCNS(=O)(=O)c1ccccc1)OCC(=O)c1ccc(F)cc1
  -5	/	-1	-2.9	1	6	-3
- CC(Nc1ccc(F)cc1F)C(=O)NC(=O)NC1CCCCC1 (stereo not given)
  -1	/	-3	2.5	0	5	-4
- CCOc1ccc(C(=O)C[n+]2ccc(C(=O)NCc3ccccc3)cc2)cc1
  /	/	-4	2.6	2	2	-4
- CCCCNC(=O)C1(C)CCCCN1C(=O)c1cc(C#N)cs1 (stereo not given)
  -9	-4	12	-3.9	0	2	/
- COc1cc(CNCc2ccccn2)ccc1OCc1cccc(Cl)c1
  /	-4	-4	-1.8	-6	7	-15
- COc1cccc(NC(=O)c2ccc(NC(C)=O)cc2)c1
  /	/	3	/	3	1	-2
- CCN(CC)c1ccc(C=Nc2cc(C)ccc2C)c(O)c1
  -2	20	-3	/	-1	0	-2
- CN(C(=O)c1cccc(NC(=O)Cc2ccc([N+](=O)[O-])cc2)c1)C1CCCC1
  -1	-3	5	0.0	-3	-1	/

Overlap with the part before: 2 compounds, then new ones.
Every second line gives: DENV2 CPE rescue	miR122 inh	Casp6 inh	CFTR F508del cor	ERAP1 inh	ERp5 inh	SIRT5 inh
- CCN(CC)c1ccc(C=Nc2cc(C)ccc2C)c(O)c1
  -2	20	-3	/	-1	0	-2
- CN(C(=O)c1cccc(NC(=O)Cc2ccc([N+](=O)[O-])cc2)c1)C1CCCC1
  -1	-3	5	0.0	-3	-1	/
- O=C(NCCc1ccccc1)c1cc2ccccc2oc1=O
  7	-5	-2	1.4	-1	2	0
- Cc1nnsc1S(=O)c1ccc(Cl)c(Cl)c1 (stereo not given)
  -6	-12	2	-3.5	-1	1	-2
- Cc1ccc(S(=O)(=O)N(C)C[C@H]2Oc3ccc(NC(=O)Nc4ccc(F)cc4)cc3CC(=O)N([C@@H](C)CO)C[C@@H]2C)cc1
  ?	-1[16.7 µM]	-1	0.6	-1	4	1
- CN(C)NC(=O)C(NC(=O)c1ccccc1)C12CC3CC(CC(C3)C1)C2 (stereo not given)
  14	6	-5	-0.7	1	4	-2
- Cc1ccc(S(=O)(=O)N2CCCN(C)CC2)cc1
  -1	-6	-16	-2.4	0	1	-2
- O=C(C[C@H]1C=C[C@@H](NS(=O)(=O)c2ccc(F)cc2)[C@@H](CO)O1)NC1CCC1
  -9	/	0	-3.3	-4	17	-2
- COc1ccc2c(=O)cc(-c3ccncc3)oc2c1OC
  33*	/	1	2.1	0	-7	/
- CC1=NN(C(N)=S)C(=O)C1N=Nc1ccc(F)cc1 (stereo not given)
  3	-2	0	-0.8	-1	0	-4
- COc1ccc2c3c(n(C)c2c1)[C@H](CO)N(C(=O)Cc1ccccc1)CC31CN(C(C)=O)C1
  4	/	/	-0.7	0	3	/
- Cc1ccc(S(=O)(=O)N(C)C[C@@H]2Oc3ccc(NC(=O)Nc4ccc(F)cc4)cc3CC(=O)N([C@H](C)CO)C[C@@H]2C)cc1
  2	24[16.7 µM]	-1	0.1	-2	1	0
- Cc1ccc(CNC(=O)C2=CCN(S(=O)(=O)c3ccc(C)cc3)CC2)cc1
  -9	-5	3	-6.7	/	0	/
- CS(=O)(=O)c1ccc2nc(NC(=O)CCNC(=O)c3ccccc3Cl)sc2c1
  13	-4	1	3.3	-7	-18	-5
- Cc1ccc(OCCC(=O)OCC(=O)Nc2ccc3[nH]c(=O)[nH]c3c2)cc1
  -7	/	2	-0.2	-2	4	8
- C[C@@H]1CN([C@@H](C)CO)C(=O)Cc2cc(NC(=O)CCN3CCOCC3)ccc2O[C@H]1CN(C)C(=O)NC1CCCCC1
  2	4[16.7 µM]	4	-2.8	-3	6	3
- C[C@@H]1CN([C@H](C)CO)S(=O)(=O)c2ccc(C#Cc3ccccc3)cc2O[C@H]1CN(C)C(=O)c1ccccn1
  -12	9[16.7 µM]	-1	1.1	5	10	2
- O=[N+]([O-])C(C1CCS(=O)(=O)C1)C1CCS(=O)(=O)C1 (stereo not given)
  15	-2	-2	-1.9	-3	-3	-4
- COc1ccc(CNCc2ccc(OC)c3ccccc23)cc1
  -13	-4	-2	-2.2	0	1	0
- Cc1ccc(N=C2NC(=O)C(CC(=O)O)S2)cc1 (stereo not given)
  -2	-2	3	0.0	1	2	-2
- COC(=O)Cc1[nH]n(-c2nc3ccccc3s2)c(=O)c1C(C)=Nc1ccc(OC)cc1
  -2	/	-1	-3.0	-4	1	0
- CCOC(=O)C1CCCN(S(=O)(=O)Cc2ccc(Cl)cc2)C1 (stereo not given)
  4	-1	-2	3.0	1	3	2
- COc1ccc(C(CNS(=O)(=O)c2ccccc2)N2CCN(C)CC2)cc1 (stereo not given)
  3	-2	-10	-1.0	-7	0	-2
- C[C@@H]1CN([C@H](C)CO)C(=O)Cc2cc(NC(=O)Cc3ccccc3)ccc2O[C@H]1CN(C)Cc1ccc(Cl)c(Cl)c1
  27*	-7[16.7 µM]	2	1.5	0	6	-5
- COc1cccc(/C=C/C(=O)OCC(=O)Nc2cc(S(=O)(=O)N3CCOCC3)ccc2C)c1
  0	0	-1	0.2	3	-2	3
- O=C(CN(c1cccc(Cl)c1)S(=O)(=O)c1ccc(Cl)cc1)NCc1ccccn1
  -6	22	-2	-1.0	-8	-2	-2
- Cc1ccc(S(=O)(=O)Nc2ccc3c(c2)CC(=O)N([C@H](C)CO)C[C@H](C)[C@H](CN(C)S(=O)(=O)c2ccccc2)O3)cc1
  -15	5[16.7 µM]	/	-0.1	/	/	/
- Cc1ccccc1S(=O)(=O)N1CCCc2nc(C)c(C)cc21
  -7	/	-4	2.6	1	3	/
- CNC(=S)N1CCN(c2nc(-c3ccc(F)cc3)cs2)CC1
  15	-5	2	-1.8	1	1	-8
- Cc1ccsc1C1C2=C(CC(C)(C)CC2=O)Nc2ncnn21 (stereo not given)
  -1	-6	5	-0.9	6	3	1
- Cc1cccc(C)c1-n1nnnc1-c1cnccc1C(F)(F)F
  9	7	-2	1.2	-2	4	1
- CCOC(=O)OC(C)OC(=O)[C@@H]1N2C(=O)[C@@H](NC(=O)[C@H](N)c3ccccc3)[C@H]2SC1(C)C (stereo not given in full)
  -6	0	8	-15	-2	8	-3
- COc1ccc(-c2cc(=O)oc3c(C)c(OCC(=O)NCCCn4ccnc4)ccc23)cc1
  -1	-3	1	-0.4	1	-3	5
- Fc1ccc(C2=NNC(=NCc3ccccc3)SC2)cc1F
  /	-2	1	4.5	-4	-5	-3
- CC(=O)N(C)C[C@H]1Oc2cc(C#Cc3cccc(F)c3)ccc2S(=O)(=O)N([C@@H](C)CO)C[C@H]1C
  0	12[16.7 µM]	5	-0.5	-1	7	4
- CN(Cc1ccccc1)C(=O)c1[nH]cnc1C(=O)Nc1nccs1
  /	-3	-2	-4.4	-1	5	/
- O=S(=O)(/N=C(/Nc1ccccc1)c1ccccc1O)c1ccccc1
  /	/	4	-0.1	-2	8	-2
- CC(CC(=O)O)CC(=O)NNC(=O)c1cccc(Br)c1 (stereo not given)
  -2	-7	-5	-2.7	-2	6	-1
- COc1ccc(C)cc1NC(=O)c1cnc2sccn2c1=O
  4	/	3	2.6	-3	-5	-2
- COC(=O)CNC(=O)COC(=O)/C=C/c1ccc(F)cc1
  15	/	-1	-0.8	2	-2	-2
- CCc1ccc(C(O)c2ncc(-c3cccc(F)c3)[nH]2)cc1 (stereo not given)
  ?	18	1	0.1	0	7	/
- Cc1ccc(NC(=O)CCS(=O)(=O)c2cc3[nH]c(=O)c(=O)[nH]c3cc2C)cc1
  4	-4	37*	-0.2	0	8	-5
- CSc1nnc(N2C(=O)C(O)=C(C(=O)c3ccco3)C2c2ccccc2)s1 (stereo not given)
  2	-3	5	0.3	9	-4	1
- Cc1cccc(-c2ccc([C@@H]3[C@H]4CN(CCC(F)(F)F)CCCCN4[C@H]3CO)cc2)c1
  -7	2[16.7 µM]	-7	-1.9	0	-5	0
- C[C@@H](O)C#Cc1ccc([C@H]2[C@H](CO)N3CCCCN(C(=O)c4ccc5c(c4)OCO5)C[C@@H]23)cc1
  ?	3[16.7 µM]	-5	-0.6	0	0	7
- O=C(NCCN1CCCC1)[C@H]1N[C@H]2c3ccc(-c4ccccc4)c(=O)n3C[C@H]2[C@@H]1CO
  85*	5[16.7 µM]	-44	-0.9	-12	6	-13
- CS(=O)(=O)N1CCN(c2ccc(NC(=O)CSc3ccc(Cl)cc3)cc2)CC1
  /	5	0	/	1	5	/
- C[C@@H](NC(=O)C[C@H]1CC[C@@H](NC(=O)Nc2ccc3c(c2)OCO3)[C@H](CO)O1)c1ccccc1
  -5	-1[16.7 µM]	0	1.5	3	6	7
- CCOC(=O)c1ccc(-c2ccc(C=O)o2)cc1
  4	/	3	1.1	-1	6	-3
- Cc1ccc(Cn2ccnc2SCC(=O)NC2CCCC2)cc1
  0	/	1	-0.2	4	-6	-1
- COc1cc(-c2noc(C)c2C#CC2(N)CCCCC2)cc(OC)c1OC
  15	3	0	-0.1	4	-5	/
- Cc1onc(C(=O)Nc2cccnc2Cl)c1[N+](=O)[O-]
  -3	/	0	1.1	-3	-3	2
- O=C(c1ccc(=O)[nH]c1)N1CCN(S(=O)(=O)c2ccc3ccccc3c2)CC1
  13	/	-2	0.4	-5	0	-4
- O=c1[nH]c(=O)c2nc3c4ccccc4c4ccccc4c3nc2[nH]1
  -3	/	0	4.0	2	-2	-1
- CC(O)(C(=O)c1ccccc1)c1ccccc1 (stereo not given)
  10	0	-2	1.6	1	-4	/
- CO[C@H]1CN(C)C(=O)c2cc(NC(C)=O)ccc2OC[C@@H](C)N(C(=O)CN(C)C)C[C@H]1C
  3	1[16.7 µM]	-1	/	-3	2	2
- Cc1ccc(S(=O)(=O)N[C@@H]2C=C[C@H](CC(=O)NCCN3CCCCC3)O[C@@H]2CO)cc1
  8	29[16.7 µM]	2	-0.2	0	-3	-2
- C=C[C@H](OC)[C@@H](O)c1ccc(OC)c(O)c1
  -1	/	-3	-1.7	0	1	-2
- N#CC1CC(c2ccc([N+](=O)[O-])cc2)=NN1c1ccc([N+](=O)[O-])cc1 (stereo not given)
  -3	-3	-6	1.1	1	3	0
- COC(=O)c1oc(-c2ccc(Cl)cc2)nc1C
  -4	/	-1	-2.0	3	-3	4
- COc1ccccc1NC(=O)CSc1nnc(CCC(=O)Nc2ccccc2F)n1C
  0	-4	0	2.6	/	4	-4
- COc1cccc(-c2ccc([C@H]3[C@H]4CN(C(=O)C5CCCCC5)CC(=O)N4[C@H]3CO)cc2)c1
  -5	/	-1	-0.3	-1	-2	0
